Source: PubChem BioAssay
Vif-APOBEC3F blk – inhibitors of Vif-A3F interaction | HeLa A3F-eYFP + Vif (tagged APOBEC3F with the HIV-1 protein that degrades it), YFP fluorescence increase | Potency, µM (series often up to 46.1 µM), inactives show at the highest dose activity, negative = active | actives 0.2% (n = 390,000); also: potency is read from the fitted curve at half-maximal effect; % of control where 0% means no effect; nearly all actives have a fitted effect of over 65% in size
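HeLa cells stably expressing Vif plus C-terminally eYFP-tagged A3F were seeded, incubated overnight at 37 deg C, dosed with compound, incubated overnight again at 37 deg C. Yellow fluorescence (Ex 488/Em 500-530) reported blocked Vif-mediated A3F-eYFP degradation.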
RGS4 inhibitor – human RGS4 inhibition. P49798. Transcreener GDP fluorescence polarization, RGS4-accelerated GTP hydrolysis. Potency, µM (highest dose often 114 µM), for inactives: at the top dose activity change, negative = inhibition, usual class: inhibitors. actives 0.039% (n = 390,000). AID 504845; also: potency is read from the fitted curve at half-maximal effect; % is scaled to controls: 0 for no effect and ±100 for the full control effect; nearly all actives have a fitted effect of over 75% in size; some results filed as inactive show a strong effect at the top dose
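MLSMR compounds (23 nl, pin-transferred) preincubated 10 min at room temperature with a 500nM (2x) first reagent, then RGS4 at 900nM (2x) plus Transcreener GDP mix added; fluorescence polarization (620/688 nm) read before and after 90 min at 30 °C.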
Glioma ERSR ind – ER stress response induction in glioma. U87-MG GRP78 promoter luciferase reporter, 16 h. Potency, µM, for inactives: top-dose activation, hits mostly activators. actives 0.02% (n = 420,000). AID 602332; also: potency is read from the fitted curve at half-maximal effect; series mostly up to about 76 µM; % of control where 0% means no effect; nearly all actives have a fitted effect of over 35% in size
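Stably transfected U87-MG human glioma cells carrying a GRP78-based luminescent sensor were seeded at 1000 cells/well, pin-dosed with compounds and incubated 16 h. Luciferase reagent was then added, and end-point luminescence was read after 10 min at room temperature.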
TrxR1 inh – inhibitors of rat thioredoxin reductase 1; O89049; recombinant rTrxR1, NADPH fluorescence consumption, selenite substrate; Potency, µM (top dose mostly 114 µM), without a hit: at the highest dose activity change, negative = inhibition, actives largely listed as inhibitors; actives 1% (n = 390,000); also: potency is read from the fitted curve at half-maximal effect; % is scaled to controls: 0 for no effect and ±100 for the full control effect; nearly all actives have a fitted effect of over 65% in size
Target sequence (O89049 whole entry, looked up): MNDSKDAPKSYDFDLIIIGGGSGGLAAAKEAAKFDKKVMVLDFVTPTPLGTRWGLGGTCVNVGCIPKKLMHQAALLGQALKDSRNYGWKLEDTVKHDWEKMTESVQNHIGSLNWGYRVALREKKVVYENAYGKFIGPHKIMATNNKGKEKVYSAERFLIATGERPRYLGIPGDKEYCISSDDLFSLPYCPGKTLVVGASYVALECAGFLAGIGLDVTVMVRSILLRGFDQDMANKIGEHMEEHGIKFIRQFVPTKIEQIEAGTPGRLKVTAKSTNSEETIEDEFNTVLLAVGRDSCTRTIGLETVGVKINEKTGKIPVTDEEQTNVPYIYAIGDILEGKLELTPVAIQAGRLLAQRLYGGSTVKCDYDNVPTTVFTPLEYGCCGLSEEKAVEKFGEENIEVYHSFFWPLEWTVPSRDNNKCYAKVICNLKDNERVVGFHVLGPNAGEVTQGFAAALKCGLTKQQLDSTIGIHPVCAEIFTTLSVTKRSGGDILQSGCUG
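Rat TrxR1 (90 nM in the dispensed reagent) was pre-reduced with 400 uM NADPH for 5 min at room temperature, then incubated with compound for 15 min. After 400 uM selenite was added, NADPH fluorescence (Ex 340/Em 450 nm) was followed for 8 min.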
USP1 inh – inhibitors of human USP1/UAF1 deubiquitinase | O94782 | recombinant USP1/UAF1, Ub-Rhodamine cleavage fluorescence | Potency, µM (titrated, usually from 57.1 µM), without a hit: at the highest dose activity change, negative = inhibition, hits mostly inhibitors | actives 0.23% (n = 390,000) | AID 743255; also: potency is read from the fitted curve at half-maximal effect; % is scaled to controls: 0 for no effect and ±100 for the full control effect; nearly all actives have a fitted effect of over 60% in size; inactives centre near -12
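USP1/UAF1 complex at 1 nM was preincubated with compound for 15 min at room temperature, then Ub-Rho substrate (150nM final) was added. Fluorescence (480/540 nm) was read kinetically, 6 reads every 60 seconds.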
TrxR1 substrate – is turned over as a substrate by rat TrxR1 | O89049 | purified TrxR1 substrate turnover, NADPH consumption readout | Potency, µM (series often up to 114 µM), for inactives: at the top dose activity change, negative = substrate turnover | actives 0.01% (n = 390,000) | AID 588456; also: potency is read from the fitted curve at half-maximal effect; % is scaled to controls: 0 for no effect and ±100 for the full control effect; nearly all actives have a fitted effect of over 50% in size
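Rat TrxR1, dispensed at 90 nM, was prereduced with 400 uM NADPH (final) for 5 min at ~22 deg C, then incubated with compound 15 min before 400 uM selenite. A first-read NADPH fluorescence drop versus no-compound background flagged substrates.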
Vif-A3G inh – inhibitors of Vif-APOBEC3G interaction | Q9HC16 | HeLa A3G-eYFP + Vif (tagged APOBEC3G with the HIV-1 protein that degrades it), YFP fluorescence, overnight | Potency, µM (titrated, usually from 46.1 µM), inactives show top-dose activity, negative = active, actives largely listed as inhibitors | actives 0.076% (n = 410,000) | AID 602310;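 also: potency is read from the fitted curve at half-maximal effect; % is scaled to controls: 0 for no effect and ±100 for the full control effect; nearly all actives have a fitted effect of over 60% in size; hits raise eYFP signal because A3G escapes Vif-driven loss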
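HeLa cells stably expressing Vif and C-terminally eYFP-tagged A3G, seeded overnight at 37 deg C, then exposed to compound by pintool overnight at 37 deg C. Rise in yellow fluorescence (Ex 488/Em 500-530, Acumen) marks blocked Vif-driven A3G degradation.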
IDH1 R132H inh – inhibitors of human mutant IDH1 R132H; O75874; IDH1-R132H enzyme, NADPH consumption, diaphorase/resazurin fluorescence; Potency, µM (titrated, usually from 76.6 µM), for the others: at the highest dose activity change, negative = inhibition, actives largely listed as inhibitors; actives 0.093% (n = 390,000); also: potency is read from the fitted curve at half-maximal effect; % is scaled to controls: 0 for no effect and ±100 for the full control effect; nearly all actives have a fitted effect of over 65% in size
Target sequence (O75874 whole entry R132H, stated change not applied): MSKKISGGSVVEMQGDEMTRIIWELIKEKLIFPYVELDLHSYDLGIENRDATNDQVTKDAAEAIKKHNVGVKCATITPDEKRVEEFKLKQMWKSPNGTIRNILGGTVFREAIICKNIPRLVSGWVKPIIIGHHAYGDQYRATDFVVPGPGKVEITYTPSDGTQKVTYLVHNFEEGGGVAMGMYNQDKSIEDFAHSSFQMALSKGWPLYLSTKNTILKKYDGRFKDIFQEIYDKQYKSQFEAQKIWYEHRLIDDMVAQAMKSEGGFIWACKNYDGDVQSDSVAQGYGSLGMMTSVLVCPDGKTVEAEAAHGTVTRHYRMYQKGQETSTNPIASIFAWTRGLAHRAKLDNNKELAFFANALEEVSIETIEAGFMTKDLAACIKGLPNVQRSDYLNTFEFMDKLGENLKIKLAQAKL
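IDH1-R132H (0.5 ug/mL dispensed) in pH 7.5 Tris buffer was preincubated 30 min with compound, then given a substrate mix of 0.016 mM NADPH and 2 mM alpha-KG for 80 min at room temperature; remaining NADPH was read by diaphorase/resazurin fluorescence.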
LDHA block – blocks human lactate dehydrogenase A | purified LDHA, NADH/diaphorase-resazurin fluorescence; active compounds read low | activity change, % (values are at about 110 or 230 µM) | actives 0.15% (n = 480,000) | AID 1347041; in the data active = activity change below about -30%; inconclusive = mostly about -25% to -30%;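 also: plate controls were DMSO wells for no effect and wells without enzyme for full effect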
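Enzyme activity of human lactate dehydrogenase 5 (2 nM; 0.06 mM NADH, 0.2 mM pyruvate, 5 min, RT) is measured via a resazurin/diaphorase fluorescence readout of residual NADH.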
Active calls of the source: *; u = inconclusive; x = not tested or not shown; & = joins results of further samples; [ ] = another dose, or the depositor's remark. Unless noted, calls follow the shape of the dose curve; as a rule, active = well fitted curve in the direction sought with a large enough effect; inconclusive = small, poorly fitted or top-dose-only effect, or another doubt; inactive = no such curve, though single readings can be large; an effect the other way counts as inactive or inconclusive. These rows are one share of the data; rates above refer to the full screens.

Structure	RGS4 inhibitor	Glioma ERSR ind	LDHA block	TrxR1 inh	TrxR1 substrate	Vif-APOBEC3F blk	Vif-A3G inh	IDH1 R132H inh	USP1 inh
Cc1cc(OCC(=O)OCC(=O)Nc2cc(C(F)(F)F)ccc2N2CCOCC2)ccc1Cl	15%	-11%	1	26%	-1%	3%	-1%	7%	-16%
COc1ccc(N2CCN(C(=O)NC(=O)c3ccc(Cl)cc3)CC2)cc1	8%	-7%	-8	6%	0%	1%	1%	-19%	-20%
CCCOc1ccc(C2c3c(oc4ccccc4c3=O)C(=O)N2c2nc(C)c(C(=O)OCC)s2)cc1 (stereo unspecified)	10%	-1%	1	21%	9%	1%	1%	-2%	1%
CC(C)c1ccc(NC(=O)COC(=O)COc2ccccc2)cc1	-21%	6%	-7	8%[57.1 µM]	8%[57.1 µM]	6%	8%	10%	-9%
CS(=O)(=O)N1CCCC(C(=O)Nc2ccccc2C(F)(F)F)C1 (stereo unspecified)	5%	-3%	-5	1%[57.1 µM]	-5%[57.1 µM]	-23%	0%	1%	3%
CCOC(=O)c1c(C)oc2nc(C)nc(NCc3ccc(F)cc3)c12	-14%	-3%	1	16%	-4%	5%	-2%	-8%	-18%
Cc1occc1C(=O)N/N=C/C=C/c1ccccc1	22%[56.9 µM]	1%	-2	-9%	-10%	12%	-11%	13%	-5%
COc1ccc(CNc2ccc(-c3ccc(OC)cc3)nn2)cc1	-24%	u	-5	9%[57.1 µM]	10%[57.1 µM]	-1%	2%	13%	-14%
COCc1c(N)c(C)nc(Cl)c1C#N	u	-3%	-2	1%[57.1 µM]	39%	0%	-2%	7%	u
C[C@@H]1CN([C@H](C)CO)C(=O)c2cccc(NS(=O)(=O)c3ccccc3)c2O[C@H]1CN(C)C	-1%	0%	-1	0%	4%	-2%	-1%	-9%	-14%
O=C(OCC(=O)N1CCCCC1)c1cc(S(=O)(=O)N2CCOCC2)c(Cl)cc1Cl	16%	0%	-6	12%	9%[57.1 µM]	-2%	-3%	-1%	-18%
CC(C)=CCN1CCN(Cc2ccc(C#CC(C)(C)O)cc2)CC1CCO (stereo unspecified)	-12%	-1%	-2	7%[57.1 µM]	4%[57.1 µM]	6%	-3%	-2%	-18%

(continued)
Structure	RGS4 inhibitor	Glioma ERSR ind	LDHA block	TrxR1 inh	TrxR1 substrate	Vif-APOBEC3F blk	Vif-A3G inh	IDH1 R132H inh	USP1 inh
CCCn1c(=O)c(C(=O)NCc2ccccn2)c(O)c2ccccc21	-26%	4%	6	8%[57.1 µM]	9%[57.1 µM]	1%	-5%	-1%	-4%
CC(CCc1ccccc1)NC(=O)C1CC1 (stereo unspecified)	1%	3%	0	19%	4%	-13%	0%	4%	-19%
CN(C(=O)c1cc(S(=O)(=O)N2CCCCC2)c[nH]1)C1CCCCC1	1%	-3%	-6	9%	1%	0%	3%	8%	-14%
COc1ccc(OC)c(C2CC(=O)c3c([nH]c(C(=O)OC4CCC(C)CC4)c3C)C2)c1 (stereo unspecified)	-12%	-3%	-1	17%	-2%	-5%	-29%	-8%	-10%
Cn1c(=O)c2[nH]c(Cc3cccc4ccccc34)nc2n(C)c1=O	3%	-4%	-1	-5%[11.4 µM]	-5%[11.4 µM]	-1%	-1%	1%	-6%
C=C1CCN(C(C)C(=O)OCc2ccc(C)cc2)S(=O)(=O)c2ccccc21 (stereo unspecified)	-10%	-4%	x	16%	2%	x	2%	x	x
O=C(/C=C/c1ccccc1)Nc1cccc(C(=O)NCCCCc2ccccc2)c1	-2%	5%	-6	-11%	-12%	-4%	-1%	-11%	u
CCCC(=O)Nc1ccc(C(=O)Nc2ccc([N+](=O)[O-])cc2OC)cc1	1%	-2%	11	-23%	-13%	-5%	1%	-3%	-2%
CC(C)CCN(C(=O)Nc1ccc(Cl)c(Cl)c1)C1CCN(C(C)C)CC1	4%	-4%	3	15%[57.1 µM]	4%[57.1 µM]	-1%	3%	13%	-8%
C=Cn1ccnc1P(=S)(c1ccc2c(c1)c1ccccc1n2CC)c1nccn1C=C	-12%	0%	-2	27%	10%	-14%	u	1%	6%
COc1cc(/C=C2/OC(=O)c3cc([N+](=O)[O-])ccc32)cc(OC)c1OC	7%	-3%	-2	17%	4%	0%	2%	4%	-10%
C/C(=N\NC(=O)CCn1nnc2ccccc21)c1ccco1	-28%	-7%	-9	8%	1%	0%	-3%	3%	-1%

(listing goes on)
Structure	RGS4 inhibitor	Glioma ERSR ind	LDHA block	TrxR1 inh	TrxR1 substrate	Vif-APOBEC3F blk	Vif-A3G inh	IDH1 R132H inh	USP1 inh
CN1CCCCc2c1[nH]c1ccccc1c2=O	-10%[11.4 µM]	-3%	1	-1%[57.1 µM]	9%	-3%	-3%	2%	-13%
CC(C)(C)c1ccc(-c2c(C#N)c(N)nc3c2CCCC3)s1	1%	-5%	-13	62%[activator][57.1 µM]	31%[activator][57.1 µM]	-17%	-1%	-2%	-7%
CCCCCN(C(=O)NC(=O)Nc1ccc(C)cc1)S(=O)(=O)c1ccccc1	-7%	5%	-2	0%	0%	0%	3%	1%	-17%
CN(c1ccccc1)c1nc(N)c([N+](=O)[O-])c(NCc2ccccc2)n1	34%	-2%	1	3%[57.1 µM]	-3%[57.1 µM]	4%	-20%	2%	-6%
Cc1cccc(NC(=O)c2ccc3c(O)c(S(=O)(=O)c4ccccc4)c(=O)[nH]c3c2)c1C	-13%	-1%	-2	4%	-8%	1%	1%	-15%	-25%
COc1cccc(N2CCN(Cc3nc(N)nc(Nc4ccccc4OC)n3)CC2)c1	3%	-1%	0	6%	2%	x	-3%	6%	-25%
COc1cc(CC(NC(C)=O)C(=O)NC2CCN(c3nc(C)cc(C)c3C#N)CC2)cc(OC)c1 (stereo unspecified)	-5%	4%	-9	-1%	2%	-15%	3%	0%	3%
COc1cccc(C(=O)/C=C/Nc2ccc(S(=O)(=O)Nc3ncccn3)cc2)c1	-34%	1%	-6	-9%	-5%	4%	-1%	3%	-18%
O=C(CCl)Nc1cccc(CP(=O)(c2ccccc2)c2ccccc2)c1	-3%	-17%	-3	-72%	-13%[57.1 µM]	1%	u	u	-14%
CCc1ccc(-n2nnc(-c3nsc(NC(=O)c4ccccc4Cl)n3)c2C)cc1	u	-2%	-3	5%	2%	4%	-5%	-7%	u
S=C(NCCCN1CCOCC1)Nc1ccc(-c2nc3ccccc3[nH]2)cc1	u	-2%	-10	8%[57.1 µM]	-18%[57.1 µM]	7%	1%	10%	-17%
Cc1cccc(OC(=O)c2cc(-c3ccc4c(c3)OCCO4)on2)c1C	1%	1%	3	16%	7%	-1%	0%	17%	-26%

More records
Structure	RGS4 inhibitor	Glioma ERSR ind	LDHA block	TrxR1 inh	TrxR1 substrate	Vif-APOBEC3F blk	Vif-A3G inh	IDH1 R132H inh	USP1 inh
NS(=O)(=O)c1ccc2ccccc2c1	-4%	-1%	0	18%	7%	-6%	-2%	5%	-19%
c1ccc(-c2onc(-c3ccco3)c2-c2ccc3c(c2)OCO3)cc1	-20%	-2%&-4%	7	50µM*	8%&3%	0%	1%&-2%	7%	u
Cc1ccc2nc(C(O)C(O)c3nc4ccc(C)cc4[nH]3)[nH]c2c1 (stereo unspecified)	26%	-4%	4	1%[57.1 µM]	10%[57.1 µM]	5%	0%	-4%	-8%
COc1cc(N2C(=O)CSC23C(=O)N(C)c2ccccc23)cc(OC)c1OC (stereo unspecified)	15%	-2%	-4	36%	4%	-7%	3%	-2%	-16%
CCOC(=O)c1cc(CC)sc1NC(=O)COc1ccccc1C	27%	-1%	-12	-18%	-8%	1%	3%	0%	-8%
COc1ccc(-n2nc(C(=O)NCC(=O)N3CCN(c4cccc(Cl)c4)CC3)c3ccccc3c2=O)c(OC)c1	34%	3%	-3	9%	4%	5%	-4%	0%	-6%
Clc1ccc(/C=C/c2ccncc2)cc1Cl	x	-4%	-15	u	1%	x	-2%	x	x
COc1ccc(COC(=O)Oc2ccc(CNC(C)=O)cc2OC)c([N+](=O)[O-])c1	6%	0%	2	-4%[57.1 µM]	-1%[57.1 µM]	-4%	0%	15%	-23%
COc1cccc(N=c2oc3ccccc3cc2-c2nc3ccccc3[nH]2)c1	6%[11.4 µM]	-2%	-2	21%[57.1 µM]	-12%	-3%	u	5%	-11%
COc1ccc(-c2cc(-n3c(C(F)(F)F)nc4ccccc43)n(CCC#N)n2)cc1	16%	-5%	0	11%	-3%	-3%	-2%	-1%	-10%
CC(C)Oc1ccccc1C(=O)NC(CO)C(=O)O (stereo unspecified)	-8%	-2%	-3	18%[57.1 µM]	-8%	-5%	0%	2%	-7%
NC(=O)c1ccc(NC(=O)c2cnc3ccccc3n2)cc1	-11%	2%	-9	-20%	-14%	-7%	-3%	-2%	-1%
